Keap1 Nrf2 FP = disrupts human Keap1 binding to Nrf2 peptide | Keap1 Kelch-Nrf2 peptide fluorescence polarization, 1536-well | inhibition, % at 9.4 µM | 340,000 compounds, 0.15% hits | AID 504523; in the data active means inhibition above about 12%;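 further: human Keap1 Kelch domain with fluorescein labeled Nrf2 9mer peptide probe; 0% = neutral control wells and 100% = peptide positive control; higher means more block of Keap1 binding to Nrf2 peptide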
Target sequence (Q14145 whole entry, looked up, the tested form may be a part): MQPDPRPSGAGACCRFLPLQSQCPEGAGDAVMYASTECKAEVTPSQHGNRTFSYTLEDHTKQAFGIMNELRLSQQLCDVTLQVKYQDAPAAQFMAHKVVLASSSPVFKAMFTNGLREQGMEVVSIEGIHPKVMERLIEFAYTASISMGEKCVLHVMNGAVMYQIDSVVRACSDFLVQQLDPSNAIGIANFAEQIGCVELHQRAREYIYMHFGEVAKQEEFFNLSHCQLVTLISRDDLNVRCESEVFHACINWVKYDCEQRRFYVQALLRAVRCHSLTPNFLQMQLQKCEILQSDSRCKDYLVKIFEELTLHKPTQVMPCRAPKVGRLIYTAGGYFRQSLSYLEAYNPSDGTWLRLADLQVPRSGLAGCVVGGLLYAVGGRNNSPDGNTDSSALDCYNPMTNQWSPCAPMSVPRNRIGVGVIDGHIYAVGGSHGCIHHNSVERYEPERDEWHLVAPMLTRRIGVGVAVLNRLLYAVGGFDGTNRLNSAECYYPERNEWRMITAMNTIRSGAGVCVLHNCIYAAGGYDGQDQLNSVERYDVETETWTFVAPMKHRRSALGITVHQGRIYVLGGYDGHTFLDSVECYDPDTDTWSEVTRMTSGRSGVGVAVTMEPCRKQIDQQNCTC
Wnt bcat act = activates Wnt/beta-catenin signaling in a reporter cell assay; activator, plate reader; activation, % at 9.35 µM; 300,000 compounds, 1.2% hits; AID 743398; in the data active means activation above about 30%, passing the limit was not always enough;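 further: 0% = neutral control wells and 100% = positive control wells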
OPRM1-OPRD1 ag = agonists of human mu-delta opioid receptor heterodimerization; cells, OPRM1-OPRD1 heterodimerization, luminescence; activation, % at 9.3 µM; 340,000 compounds, 0.3% hits; AID 504326; in the data active means activation above about 18%;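 further: 0% = vehicle-treated cells and 100% = reference agonist; values of inactives mirror those of a sister screen read the other way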
LANA DNA inh = KSHV C-LANA DNA binding inhibition | MBP-C-LANA/FAM-LBS DNA binding, fluorescence polarization | inhibition, % at 9 µM | 340,000 compounds, 0.078% hits | AID 504423;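 active means highest replicate inhibition at or above 60% at 9 µM, even if other replicates fall short; inactive means all replicates below 60% inhibition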;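 further: 0% = neutral control wells and 100% = 4 µM acridine orange control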
V-ATPase pHluor = yeast V-ATPase proton transport regulation by pHLuorin; S. cerevisiae, pHLuorin cytosolic pH fluorescence; response, % at 10 µM; 350,000 compounds, 0.37% hits; in the data active means response mostly above about 7.3%, no sharp cut-off; inactive means mostly below about 5.4%; further: actives read high; inactives centre near 0; some compounds called inactive have numbers as strong as hits; reference of the scale not given here
RTF Ca sens act = increases calcium sensitivity of human cardiac regulated thin filaments. activation, % at 7.2 µM. 340,000 compounds, 0.24% hits. P19429+P45379. IANBD-labeled TnC RTF fluorescence at EC20 calcium; 0% EC20 calcium, 100% full calcium;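 active means activation above the mean over all tested compounds plus 3 SD, cut at about 30% in these data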;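 further: rise in fluorescence read as greater calcium sensitivity of cardiac thin filaments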
Arrestin-AP2 inh = blocks beta-arrestin peptide binding to AP2 adaptin | inhibition, % at 10 µM | FITC-arrestin peptide / GST-AP2 beads, flow cytometry; AP2 beta2 appendage carries R879A mutation | AID 504490 | 340,000 compounds, 0.31% hits;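 active means inhibition above a set limit, near 3 SD of compounds lacking own fluorescence, cut at about 54% in these data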;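 further: plate controls were DMSO wells for no effect and 5 µM unlabelled arrestin peptide for full effect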
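Measured by: flow cytometry, FL1 (488/535 nm); Material: AP2 appendage R879A on GSH beads; Evaluation: percent response; Timing: pre-incubation 12 min, peptide binding 1 h, room temperature; Also added: 50 nM FITC-arrestin peptide; Medium: PBS with 0.05% Tween 20 and 0.1% BSA.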
MOR-DOR inv ag = inverse agonists of human mu-delta opioid receptor heterodimerization. inhibition, % at 9.3 µM. 340,000 compounds, 0.21% hits. P35372+P41143. AID 504357. cell-based MOR-DOR heterodimer luminescence, inverse agonism; in the data active means inhibition above about 22%, passing the limit was not always enough;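 further: 0% = cells with DMSO and 100% = wells without cells with DMSO; values of inactives mirror those of a sister screen read the other way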
DSG3 Ab inh = inhibitors of pemphigus antibody binding to human desmoglein-3; P32926; DSG3-coupled beads, scFv-anti-DSG3-GFP binding, flow cytometry; active compounds read low; binding (percent of control), % at 10 µM; 310,000 compounds, 0.48% hits; AID 588358;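 active means binding more than 3 SD below its plate's average and above zero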;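 further: hits lower antibody fragment binding to DSG3; some compounds called inactive have numbers as strong as hits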
RTF Ca sens inh = cardiac RTF calcium desensitization; P19429+P45379; IANBD-labeled cardiac RTF, Ca2+ fluorescence; inhibition, % at 7.15 µM; 340,000 compounds, 0.12% hits; AID 493244;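 active means inhibition above the mean inhibition of all tested compounds plus 3 SD, cut at about 17% in these data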;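 further: assay run at fixed EC70 calcium of 1.6 mM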
An asterisk follows results filed as active; / = no result given. Rows were taken by chance; about 3.1% have a hit in one of these screens.

SMILES	Keap1 Nrf2 FP	Wnt bcat act	OPRM1-OPRD1 ag	LANA DNA inh	V-ATPase pHluor	RTF Ca sens act	Arrestin-AP2 inh	MOR-DOR inv ag	DSG3 Ab inh	RTF Ca sens inh
Cc1onc(-c2c(Cl)cccc2Cl)c1C(=O)N1CCCc2ccccc21	-3.9	-3.9	-0.9	-0.4	4.3	2.3	-2.3	5.3	98.8	-2.4
COc1ccc(/C=N/Nc2nc(C)c([N+](=O)[O-])c(N(C)c3ccccc3)n2)cc1OC	-6.0	1.5	-0.2	1.7	4.6	10.6	-6.9	1.4	98.6	-9.3
O=C(NCCN1CCCc2ccccc21)C1CCC(=O)N(CCc2ccccc2)C1 (centres undefined)	-0.7	0.0	-3.6	3.1	3.1	0.5	24.4	11.9	110.2	-2.3
Cc1c(C(=O)N2CCN(c3ccccc3)CC2)oc2c(Cl)cccc12	-4.5	8.3	2.2	-0.2	-0.7	-0.1	-0.6	-8.5	/	0.0
O=S(=O)(NCC(O)COCc1ccco1)c1cccs1 (centres undefined)	-5.1	/	-2.1	-0.5	-2.3	-7.0	30.3	12.6	105.6	9.2
CCc1cccc2c(C=C(C#N)C#N)cn(CC(=O)N3CCCC3)c12	-0.4	/	1.0	0.5	-3.0	-5.4	0.0	-6.1	100.5	-12.3
CCn1nnc2cc(C(=O)Nc3cc(OC)cc(OC)c3)ccc21	2.4	3.1	-1.8	-0.4	-1.6	3.2	-1.5	9.4	96.1	2.7
Clc1ccc(CO/N=C/c2cccs2)cc1	2.1	-5.1	/	1.0	0.3	/	5.4	/	93.5	/
COc1ccc(NC(=O)c2ccccc2C)cc1	2.1	11.5	-3.5	1.6	1.2	1.2	8.7	17.9	111.3	3.5
Cc1onc(-c2c(Cl)cccc2Cl)c1C(=O)NCC1CCCO1 (centres undefined)	0.6	-0.6	0.4	-0.3	6.5	2.4	-10.7	-2.4	103.7	-5.8
Cc1cc(NC(=O)C(C)SCC(=O)Nc2cc(C(F)(F)F)ccc2N2CCCCC2)no1 (centres undefined)	-5.9	-2.5	6.8	0.6	-0.1	0.0	3.6	-43.9	104.8	-8.9
COc1ccc(-c2nnn(CC(=O)N(CC(=O)NCCC(C)C)c3ccccc3)n2)cc1OC	-9.1	/	-0.6	-0.6	1.2	-0.2	-3.0	3.3	102.3	-4.6
CCc1nnc(NS(=O)(=O)c2ccc(NC(=O)CCC(=O)OC)cc2)s1	-3.3	-0.3	-1.6	6.0	-1.2	-3.8	-4.6	7.7	113.5	-16.9
CCn1ccnc1CN1CCc2c([nH]c3ccccc23)C1C(C)(C)C (centres undefined)	0.5	-2.1	-0.9	2.5	0.6	3.2	-14.1	5.0	99.8	5.1
CCCCC#Cc1ccc(C(=O)NNC(=O)Nc2ccccc2)o1	-7.4	5.6	13.9	0.1	1.0	8.7	-1.1	-73.0	122.0	-14.9
O=C(CS(=O)CC(=O)Nc1cnc2ccccc2c1)Nc1ccc(Cl)cc1 (centres undefined)	-3.5	-1.4	1.1	-0.7	1.3	-4.4	-4.1	-9.2	89.0	-8.1
O=c1c(-c2ccccc2)c(O)c2ccccc2n1-c1ccccc1	-8.7	-1.5	-1.4	-1.1	-2.0	-3.5	0.8	6.3	114.2	1.3
Cc1ccc(OCc2cc(C(=O)NCc3cc(F)ccc3C)no2)cn1	-1.7	4.1	0.8	-3.5	3.0	-9.1	0.0	-4.0	104.0	-9.7
CCOCCCNC(=O)/C(C#N)=C/c1ccc(-c2ccc(S(=O)(=O)N3CCOCC3)cc2)o1	1.6	/	-0.9	-0.3	-0.6	7.8	-6.3	4.7	101.3	-6.8
CCn1c(CNC(=O)c2cccc(C)c2)nnc1SCC(=O)Nc1cccc(OC)c1	-0.9	/	-3.3	-0.6	-6.3	4.8	21.5	17.3	93.6	-6.4
Cc1cccn2c(=O)c3cc(C(=O)NCCN4CCOCC4)c(=N)n(Cc4ccc(F)cc4)c3nc12	2.5	-4.6	-1.7	-1.1	-2.2	-4.0	-1.3	8.7	131.0	-7.5
CCOc1ccccc1OCCCC(=O)Nc1ccc(Cl)c(S(=O)(=O)N2CCOCC2)c1	5.5	-3.8	0.6	-0.1	1.0	-3.1	-26.4	-3.2	103.1	2.3
Cc1cccc(N2CCN(S(=O)(=O)c3ccc4c(c3)n(C)c(=O)c(=O)n4C)CC2C)c1 (centres undefined)	-10.1	/	-1.4	0.1	3.4	-0.4	-7.0	6.9	97.3	1.6
CCc1nc2ccc(C(=O)O)cc2nc1CC	-1.4	-2.0	-1.9	1.1	-0.9	-4.0	-3.9	9.5	99.7	-3.4
COc1ccc(N(C)S(=O)(=O)c2cccc(C(=O)Nc3nc(C)cs3)c2)cc1	5.7	1.0	-0.3	2.2	-3.5	-1.2	-9.4	1.4	109.5	-3.5
N#C/C(=C\c1ccc(-c2cccc([N+](=O)[O-])c2)o1)C(=O)N1CCOCC1	1.6	-0.9	0.1	0.3	11.2	2.5	2.8	-0.6	95.9	5.7
CCOc1ccc(/C=N/NC(=O)CC(=O)Nc2ccc(Cl)c(Cl)c2)cc1	1.6	-1.4	21.2*	4.4	-1.1	-6.0	-9.0	-111.6	100.7	2.9
Cc1ccc(S(=O)(=O)N2CCN(C(=O)c3ccnn3C)CC2)cc1C	1.3	/	-1.3	-3.1	2.0	4.2	38.0	7.0	109.4	-3.3
COc1ccc(C2CC(c3ccc(C)cc3)Nc3ncnn32)cc1 (centres undefined)	-6.2	-1.3	-3.0	0.8	1.0	4.4	-1.7	14.9	114.2	-2.4
CCCCCC(O)CCc1n[nH]c(=S)n1-c1ccccc1 (centres undefined)	6.1	-0.8	0.2	-0.9	-4.4	-0.5	15.5	-1.3	95.6	-5.9
O=C(CN1CCOCC1)Nc1ccc2c(c1)CCC2	-4.8	7.3	-2.6	-1.1	3.7	-4.1	6.7	12.8	99.4	-12.2
Cc1ccc(-n2nc3c(c2NC(=O)CC(C)C)CS(=O)C3)cc1 (centres undefined)	-8.8	-1.0	-0.8	0.8	-0.3	1.8	1.4	4.4	104.0	-7.8
Cc1ccc(F)cc1N=Cc1c(O)c2ccccc2oc1=O	4.0	/	-0.4	-1.1	0.6	-3.3	14.0	1.9	90.9	-5.7
O=C(Nc1ccc(-c2noc(CCc3ccccc3)n2)cc1)c1ccco1	-7.3	-2.6	2.7	2.6	1.3	1.1	8.1	-12.4	/	-0.9
Cc1ccc(N=N/C(=C\O)C(=O)c2ccncc2)cc1	-1.7	/	0.0	0.8	0.2	-2.6	22.5	0.1	103.4	-2.0
COc1ccc(CC(=O)OC2CCCN(C)C2)cc1 (centres undefined)	-3.0	-1.6	-1.9	-1.7	-2.6	-8.0	18.1	9.6	83.1	4.6
O=C(C1CCN(S(=O)(=O)c2ccccc2)CC1)N1CCCCCC1	-4.8	-0.2	-0.8	0.5	1.1	-4.3	7.1	4.5	100.7	-2.8
O=C(NCc1ccncc1)C(=O)N/N=C/c1ccccn1	-2.7	0.1	-0.9	-2.0	-0.8	0.9	-13.3	5.0	96.1	-14.3
CCOC(=O)Cc1csc(NC(=S)NC(=O)c2ccccc2Br)n1	4.3	-0.8	-1.1	-1.0	0.9	-0.4	2.6	6.4	101.7	-2.9
CCN1C(=O)[C@H]2[C@@H](c3ccc(-c4ccc(C(C)=O)cc4)cc3)N3CCCC[C@@]3(C(=O)OC)[C@H]2C1=O	-7.2	-4.8	1.6	-1.0	4.9	11.1	-5.0	-8.8	97.7	-11.1
CCOc1ccc(N=C2Sc3nc4ccc(C)cc4cc3CN2CCOC)cc1	-1.0	-3.3	-0.8	0.5	-0.7	0.7	9.8	3.9	99.9	0.1
CSc1nsc(SC)c1C(=O)Nc1ccc(C(C)(C)C)cc1	1.5	0.0	-2.8	0.0	1.8	-2.4	3.3	13.7	/	5.2
c1ccc(-c2cn(-c3ccccc3)c3[n+]2CCS3)cc1	6.1	0.3	-1.3	-0.6	2.3	-1.9	-23.5	7.1	89.4	8.3
Cc1cc(C(=O)Nc2c(F)cc(F)cc2Br)cs1	-5.4	-0.5	-1.3	2.6	-0.6	5.1	-11.5	6.6	98.8	3.1
Cc1c(C)c2ccc(OCC(=O)Nc3cccnc3)c(C)c2oc1=O	-5.3	27.4	-2.0	-0.9	-1.2	3.5	-1.9	10.1	107.9	0.5
CC(C)c1cccc(-c2ccc3c(c2)S(=O)(=O)c2cccc(C(=O)NCc4ccccc4Cl)c2C3=O)c1	-3.7	/	-1.7	-0.5	0.1	-2.4	5.9	9.5	98.6	-7.8
Cc1nc(Cc2nnc(SCc3nc(N)nc(Nc4ccccc4C)n3)o2)cs1	-2.3	-2.4	-2.3	-0.7	0.7	-5.6	0.8	12.3	101.2	8.6
OCC[C@H]1C[C@@H](O)[C@H](O)[C@@]2(OCCc3ccccc32)O1	-0.2	2.1	-0.6	2.0	-1.3	-0.7	31.4	3.7	102.3	-7.0
CC1(C)Oc2cc3oc(=O)ccc3cc2C[C@@H]1O	-2.3	2.8	0.3	-0.4	0.4	5.3	-5.5	-1.5	95.8	-16.3
Cc1cc(Cl)ccc1OCCCC(=O)NCCCn1ccnc1	0.1	-1.1	-2.4	0.4	-1.3	5.1	0.3	11.8	100.8	-8.9
CC(C)c1nc2sc3c(SCC(N)=O)ncnc3c2c2c1CCC2	-2.5	-1.1	-1.9	-0.5	2.8	0.0	3.5	9.7	103.4	-0.2
Cc1ccc(C(=O)NNC(=O)CSc2nnc(C(C)C)n2C)cc1	-0.7	-1.1	2.3	0.4	2.3	-8.8	-6.7	-17.4	/	-18.6
COc1ccc(-c2csc(-c3cccs3)n2)c(OC)c1	-2.9	3.8	2.5	-1.0	0.6	-1.8	46.9	-13.0	101.8	10.5
COc1ccc(C)cc1S(=O)(=O)N1CCN(S(=O)(=O)c2cc(C)ccc2OC)CC1	-2.8	/	-2.9	1.0	1.6	4.3	-5.8	17.1	99.1	0.5
O=C(N/N=C/c1cn(-c2ccccc2)nc1-c1cccs1)c1ccncc1	2.1	/	-0.7	2.6	3.5	-4.9	4.3	3.7	90.8	6.6
COc1ccccc1CC(NC(C)=O)C(=O)NC1CCN(C(=O)NCc2ccccc2)CC1 (centres undefined)	-0.1	2.7	0.6	0.5	3.0	-4.3	20.3	-4.7	119.8	3.5
O=C(NCc1ccncc1)C12CC3CC(CC(C3)C1)C2	-0.6	/	-0.2	1.8	4.9	0.8	8.6	1.2	97.9	2.6
CCCN(CCC)S(=O)(=O)c1ccc(NC(=O)Cc2cccs2)cc1	-2.1	/	2.8	-0.7	-2.4	3.2	0.4	-15.7	99.4	-5.5

An excerpt from above in order of number of heavy atoms, ascending.
SMILES	Keap1 Nrf2 FP	Wnt bcat act	OPRM1-OPRD1 ag	LANA DNA inh	V-ATPase pHluor	RTF Ca sens act	Arrestin-AP2 inh	MOR-DOR inv ag	DSG3 Ab inh	RTF Ca sens inh
Cc1ccc(C(=O)NNC(=O)CSc2nnc(C(C)C)n2C)cc1	-0.7	-1.1	2.3	0.4	2.3	-8.8	-6.7	-17.4	/	-18.6
CCCN(CCC)S(=O)(=O)c1ccc(NC(=O)Cc2cccs2)cc1	-2.1	/	2.8	-0.7	-2.4	3.2	0.4	-15.7	99.4	-5.5
O=C(N/N=C/c1cn(-c2ccccc2)nc1-c1cccs1)c1ccncc1	2.1	/	-0.7	2.6	3.5	-4.9	4.3	3.7	90.8	6.6
